Wnt bcat act: activates Wnt/beta-catenin signaling in a reporter cell assay; activator, plate reader; activation, % at 9.35 µM; 300,000 compounds, 1.2% hits; AID 743398; in the data active = activation above about 30%, passing the limit was not always enough; inconclusive = no clear call, values can overlap the other calls;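 note: 0% = neutral control wells and 100% = positive control wells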
Ecoli viability: counter-screen for AddAB inhibitors: E. coli growth inhibition; E. coli V3065 growth, OD600 absorbance, 18 h; inhibition, % at 11.9 µM; 330,000 compounds, 0.27% hits;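 active = inhibition above the campaign's mean inhibition across all tested compounds plus 3 SD, cut at about 9.9% in these data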;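 note: uninfected addAB+ strain grown without phage in ampicillin broth; 0% = DMSO wells and 100% = ciprofloxacin 0.95 µg/ml wells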
PvdQ inh: P. aeruginosa PvdQ acylase inhibition | purified PvdQ acylase, fluorescence plate reader | inhibition, % at 10 µM | 340,000 compounds, 0.063% hits | AID 488965; in the data active = inhibition above about 30%, passing the limit was not always enough; inconclusive = no clear call, values can overlap the other calls;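 note: 0% = vehicle neutral wells and 100% = reference inhibitor wells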
CAL PDZ inh: blocks peptide binding to human CAL PDZ domain; purified CAL PDZ, TMR-peptide fluorescence polarization, 1 h; inhibition, % at 20 µM; 330,000 compounds, 0.02% hits; AID 504414;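 active = highest replicate inhibition of at least 40%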;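 note: plate controls were DMSO neutral control wells for no effect and unlabeled competitor peptide control wells for full effect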
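material = purified tagged CAL PDZ domain construct (CerCALP) | compound dosing = 20 µM, one dose | times = 1 h at RT | measured by = fluorescence polarization from S- and P-plane intensities, G-factor corrected | read-out = inhibition from polarization loss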
PfHsp90 yeast 2: inhibits growth of yeast expressing Plasmodium falciparum Hsp90 | S. cerevisiae expressing PfHsp90, BacTiter-Glo ATP, 48 h; yeast lacking PDR1 and PDR3 efflux regulators | inhibition, % at 9.4 µM | 310,000 compounds, 0.32% hits;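 active = every replicate shows inhibition above about 80%, whatever the replicate mean, limit read from the data; inconclusive = mean inhibition reaches the set limit but some replicate falls short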;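 note: 0% = DMSO neutral controls and 100% = 20 µM radicicol positive controls; yeast relying on Plasmodium falciparum Hsp90 in place of its own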
phage Ecoli inh: E. coli growth loss with phage present; 360,000 compounds, 0.26% hits; inhibition, % at 11.9 µM; growth absorbance; in the data active = inhibition above about 11%
AddAB inh: less growth of phage-infected E. coli with AddAB. E. coli expressing H. pylori AddAB, absorbance growth. inhibition, % at 11.9 µM. 330,000 compounds, 0.29% hits; in the data active = inhibition above about 12%;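 note: 0% = vehicle wells of infected cells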
DAGLB inhibitor: blocks human DAGLB lipase activity | HEK293T DAGLB membrane lysate, EnzChek fluorogenic substrate | inhibition, % at 5.17 µM | 340,000 compounds, 0.059% hits; in the data active = inhibition above about 34%;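 note: 0% = enzyme with vehicle and 100% = wells lacking enzyme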
Target sequence (Q8NCG7 whole entry, looked up): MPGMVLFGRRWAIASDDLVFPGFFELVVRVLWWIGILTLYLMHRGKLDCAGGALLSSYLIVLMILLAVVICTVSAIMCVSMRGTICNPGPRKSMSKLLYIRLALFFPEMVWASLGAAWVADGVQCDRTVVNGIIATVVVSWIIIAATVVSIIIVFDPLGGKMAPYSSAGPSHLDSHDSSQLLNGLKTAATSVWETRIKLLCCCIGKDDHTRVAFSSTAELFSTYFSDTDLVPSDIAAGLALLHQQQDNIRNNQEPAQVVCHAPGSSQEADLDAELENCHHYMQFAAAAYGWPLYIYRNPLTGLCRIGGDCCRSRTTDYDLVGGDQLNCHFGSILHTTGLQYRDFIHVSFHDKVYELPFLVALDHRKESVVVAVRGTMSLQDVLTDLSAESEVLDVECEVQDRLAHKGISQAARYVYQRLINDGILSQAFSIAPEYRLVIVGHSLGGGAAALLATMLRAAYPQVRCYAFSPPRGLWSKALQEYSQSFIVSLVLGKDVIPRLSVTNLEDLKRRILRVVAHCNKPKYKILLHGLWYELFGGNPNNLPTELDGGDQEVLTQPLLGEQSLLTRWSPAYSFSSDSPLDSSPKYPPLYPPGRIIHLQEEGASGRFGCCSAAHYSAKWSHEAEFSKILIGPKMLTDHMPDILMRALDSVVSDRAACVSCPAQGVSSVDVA
Rtt109 HAT inh: inhibitors of Candida albicans Rtt109/Vps75 histone acetyltransferase. inhibition, % at 34.9 µM. 330,000 compounds, 0.16% hits. Q5AAJ8. purified Rtt109/Vps75, ThioGlo CoA-SH fluorescence, 4 h;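 active = inhibition of at least 50% in every replicate; inconclusive = best replicate reaches 50% inhibition but some replicates fall short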
Target sequence (Q5AAJ8 whole entry, looked up): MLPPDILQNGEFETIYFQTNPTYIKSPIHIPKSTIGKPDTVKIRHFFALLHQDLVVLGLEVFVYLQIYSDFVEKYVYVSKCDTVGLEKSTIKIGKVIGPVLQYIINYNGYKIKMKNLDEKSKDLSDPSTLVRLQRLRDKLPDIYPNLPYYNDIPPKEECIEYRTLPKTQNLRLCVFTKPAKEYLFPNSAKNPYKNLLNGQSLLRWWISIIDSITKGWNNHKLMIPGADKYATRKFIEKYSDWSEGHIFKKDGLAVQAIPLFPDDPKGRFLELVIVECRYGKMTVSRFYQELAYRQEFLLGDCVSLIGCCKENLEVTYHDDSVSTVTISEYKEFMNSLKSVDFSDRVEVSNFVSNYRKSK
Tat export inh: blocks Tat-dependent protein export in E. coli. E. coli MC4100 TorA-mCherry Tat export, fluorescence. inhibition, % at 10 µM. 340,000 compounds, 0.036% hits. AID 488895;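 active = mean replicate inhibition at least 50% and at least half of replicates individually reaching 50%; inconclusive = only one of the two criteria met; inactive = neither criterion met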;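 note: exported cargo escapes ClpAP degradation while cytoplasmic cargo is degraded and loses fluorescence; 0% = median of neutral control wells and 100% = median of NaSCN control wells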
Active calls of the source: *; ? = inconclusive; . = no result given.

SMILES,Wnt bcat act,Ecoli viability,PvdQ inh,CAL PDZ inh,PfHsp90 yeast 2,phage Ecoli inh,AddAB inh,DAGLB inhibitor,Rtt109 HAT inh,Tat export inh
COC(=O)c1cc2c(ccc3ccccc32)oc1=O,1.0,0.8,-13.1,0.9,7.5,3.5,0.8,4.7,-203.7,0.3
O=C(CCC(=O)N(CC(=O)NC1CCCC1)Cc1ccccc1Cl)Nc1nccs1,2.2,-0.9,10.5,-2.4,0.7,0.2,5.1,-0.4,6.2,-5.7
COc1ccc(CCN2CCCn3c2nc2c3c(=O)[nH]c(=O)n2C)cc1OC,1.1,.,-5.7,-1.6,31.2,-0.3,.,-2.2,-2.5,3.8
CCOc1nc(NC(=O)NS(=O)(=O)Oc2cccc(Cl)c2)nc(-c2ccccc2)n1,.,.,5.1,-2.5,-7.6,5.2,.,0.5,14.1,-4.3
CCC(C(=O)Nc1cc(OC)c(NC(=O)c2ccccc2)cc1OC)c1ccccc1 (stereo unspecified),0.4,1.4,0.0,0.2,-1.8,-0.8,0.2,-0.2,-2.0,-1.7
CS(=O)(=O)c1ccc(Cl)c(C(=O)NC2CCSc3ccccc32)c1 (stereo unspecified),1.2,-0.7,-16.1,-1.1,-3.2,1.0,0.6,0.5,-16.2,-3.5
O=C(Nc1ccccc1)C12CC3CC(C1)CC(n1cnc([N+](=O)[O-])n1)(C3)C2,-2.4,1.9,5.7,-3.0,3.8,2.4,4.6,1.9,5.9,5.9
COc1cc(CCC(=O)NCC2CCCO2)cc(OC)c1OC (stereo unspecified),0.7,1.8,-10.3,-2.5,9.9,-2.1,-0.6,1.7,-9.0,-4.9
CCCNc1c(NS(=O)(=O)c2c(F)c(F)c(F)c(F)c2F)c(=O)oc2ccccc12,0.9,-4.0,11.2,-1.2,0.6,0.2,0.8,4.2,-5.4,5.4
Cc1ccc(C(=O)c2sc3nsc(C)c3c2N)cc1,.,-0.4,-7.3,-0.5,.,2.0,0.9,1.7,6.3,3.7
COc1ccc(-n2nc(C(=O)NCC(=O)NCCC3=CCCCC3)c3ccccc3c2=O)cc1,-3.2,1.3,7.8,-0.3,3.6,2.0,5.7,-1.9,-2.2,-11.3
Cc1cccc(NS(=O)(=O)c2cc(C(=O)OC(C)C(=O)NCc3ccc4c(c3)OCO4)ccc2C)c1 (stereo unspecified),-1.7,-2.2,-8.9,-1.2,2.3,2.8,3.0,-2.6,-0.1,-5.6
COc1ccccc1CCNC(=O)C(=O)NCC1OCCN1S(=O)(=O)c1ccc2c(c1)OCCO2 (stereo unspecified),3.4,0.7,-9.6,-1.2,8.9,-1.4,3.4,-0.5,5.9,5.9
COc1ccc(C2c3c(oc4ccccc4c3=O)C(=O)N2CCN2CCOCC2)cc1OC (stereo unspecified),4.2,2.3,-15.2,-1.2,7.8,0.1,1.3,1.4,-0.2,-4.6
C=CCNc1cc(=O)n(Cc2ccccc2)c(=O)[nH]1,-0.2,-3.4,5.9,0.3,7.8,1.4,1.9,0.3,2.9,-1.9
CC(=O)NN1C(=O)c2ccc(Oc3cccc([N+](=O)[O-])c3)cc2C1=O,-2.8,1.2,-3.1,-2.8,13.0,1.2,0.3,2.2,.,0.5
COc1cc(SC)ccc1C(=O)NCc1ccc(C)cc1,3.0,2.5,-7.9,-0.8,10.4,1.6,3.3,-18.0,2.5,-1.7
Cc1cc(C)n(CCc2nc3c4ccccc4n(CC#N)c(=O)n3n2)n1,.,-0.6,-16.2,-0.8,18.7,3.2,-0.4,0.1,-4.4,0.5
CC1Cc2ccccc2N1C(=O)CNCCCN(C)C (stereo unspecified),.,2.4,-5.8,0.9,8.2,1.1,3.0,-0.7,-1.4,-0.9
Cc1ccc(CCC(=O)Nc2ccc([N+](=O)[O-])cc2)o1,-1.1,0.0,20.1,2.5,-8.3,1.4,1.3,-2.9,-1.3,-11.1
CCC1CN(C(=O)NCc2ccccc2)c2ccccc2O1 (stereo unspecified),0.7,.,2.7,-0.1,-24.5,-1.4,.,-2.6,6.8,0.5
NCCNC(=O)Cn1c(=O)c2c3c(sc2n(Cc2ccccc2)c1=O)CCCC3,0.9,-2.7,-2.3,-2.6,25.8,1.0,1.4,-0.1,6.7,-5.5
Cc1[nH]c2ccccc2c1NC(=O)CN1CCN(C(=O)c2ccco2)CC1,-3.1,-1.5,.,.,.,2.7,1.1,.,.,.
COc1cc([C@H]2[C@@H]3CCCC[C@]3(O)CCN2Cc2ccccc2F)ccc1O,6.4,0.9,-3.6,-1.3,.,-0.8,1.7,-1.0,-3.7,-0.8
COc1ccc(Cn2c(O)c(C=Nc3ccc(O)cc3)c3ccccc3c2=O)cc1,1.2,-0.8,-7.2,-0.5,-20.2,2.5,0.7,2.5,-4.3,-0.5
COc1cc(-c2nn3c(-c4ccccc4)nnc3s2)cc(OC)c1OC,.,1.6,3.0,-0.4,2.6,0.1,-0.5,0.0,11.0,2.5
Cc1occc1C(=O)N/N=C/C=C/c1ccccc1,3.2,3.8,-11.0,.,3.5,2.0,3.1,-2.6,5.1,-5.5
COc1cccc(Nc2ncccc2C(=O)Nc2ccccc2)c1,0.3,1.3,10.7,0.6,6.5,1.2,2.7,-5.7,14.1,8.1
CCOC(=O)CNC(=O)COc1coc(CN2CCN(c3ccccc3)CC2)cc1=O,-0.7,0.0,-5.8,-0.9,12.2,3.5,1.9,-2.6,0.0,-4.1
COc1ccc(NC(=O)CCS(=O)(=O)c2cccc3nonc23)c(OC)c1,-1.4,-1.5,-17.2,-1.4,-19.2,2.5,-1.4,-1.7,.,-2.9
CCS(=O)(=O)c1nc(S(=O)(=O)c2ccc(Cl)cc2)c(NCCCN2CCOCC2)s1,0.6,-0.1,0.9,0.7,9.8,0.2,2.2,1.4,-3.1,7.9
S=c1nc[nH]c2c1sc1nc(-c3ccccc3)c3c(c12)CCCC3,-3.9,-2.0,-8.3,-2.6,-10.8,5.2,-0.6,-0.2,.,4.4
CCOCc1nnc(NC(=O)c2ccc3c(c2)OCO3)s1,5.0,-0.6,-7.3,-0.5,6.6,0.1,0.2,2.2,4.5,-9.2
O=C(CC1CCCCC1)Nc1ccc(-c2ccc3nncn3n2)cc1,-4.5,0.5,-13.5,-3.2,0.5,0.6,3.2,2.7,-2.4,6.6
CC(C)COc1ccc(C(=O)Nc2ccc(NC(=O)c3ccco3)c(Cl)c2)cc1,.,-1.7,-15.8,0.3,0.3,3.0,-1.1,1.0,-12.6,-1.2
CSc1sc(C(=O)NCC2CC2)c(-c2cccs2)c1C#N,-2.2,2.8,-9.2,-0.9,-24.7,3.2,3.3,.,1.4,-9.7
O=C(Nc1ccnn1C1CCN(C(=O)c2ccc(F)cc2)CC1)C1CCOC1 (stereo unspecified),0.4,1.4,-17.9,-2.6,-14.2,0.5,1.3,-2.4,1.5,1.7
CC1(C)CC(=O)c2c(O)c(-c3ccccc3)c(=O)n(-c3ccccc3)c2C1,1.4,-0.9,-4.2,-2.3,-6.9,2.6,-3.9,-3.3,-1.6,0.6
O=C(CSc1nnc(NC(=O)C2CC2)s1)NCc1ccccc1,-3.8,-1.2,9.9,-2.0,9.8,-1.0,2.9,-2.4,-10.0,-1.2
COc1cc(CN2CCN(CCCc3ccccc3)CC2CCO)cc(OC)c1 (stereo unspecified),-0.4,-2.4,-9.3,.,1.9,-0.6,5.0,-4.5,-6.2,0.0
CCn1c(C)cc(/C=C2/NC(=O)N(Cc3ccccc3F)C2=O)c1C,0.8,-1.6,-6.6,-1.4,-30.5,5.6,-0.5,3.8,-6.0,?
O=c1ccc(NS(=O)(=O)c2ccccc2Cl)cn1Cc1ccc(Cl)c(Cl)c1,-6.9,-0.3,-8.6,-2.8,.,2.3,4.0,8.3,3.0,8.2
COc1ccc(N2CCC(CNC(=S)Nc3cccc(C)c3)C2)cc1 (stereo unspecified),1.0,0.6,-4.3,-0.8,-7.0,2.7,-1.4,2.3,-1.4,-11.3
CCOC(=O)c1cccc(P(C)(C)=O)c1,0.4,-1.3,-11.7,-0.6,-10.7,3.4,0.8,2.8,-11.2,5.8
O=C(Nc1ccccc1)C1Cc2ccccc2CN1C(=O)c1ccco1 (stereo unspecified),.,-2.4,-10.3,-0.7,.,2.9,1.7,1.6,0.5,-1.1
O=C(O)c1cc(-c2ccco2)[nH]n1,2.9,-1.0,-3.0,-0.9,18.8,3.0,0.0,0.0,-22.4,0.2
O=C(COC(=O)C12CC3CC(CC(Br)(C3)C1)C2)Nc1c(F)cccc1F,2.0,0.0,-12.5,0.5,-2.6,-2.5,-0.3,-9.4,3.3,-2.4
O=C(Nc1nnc(-c2ccccc2)o1)c1cccc(N2C(=O)CCC2=O)c1,.,-5.3,-2.6,-0.3,-21.6,0.5,1.6,-4.0,-6.1,-16.0
COc1cc(C(=O)NNC(=S)NC(=O)c2ccc(Cl)cc2)cc(OC)c1OC,-10.1,-5.3,7.2,-1.3,-26.7,2.4,6.0,6.0,4.1,-7.0
Cc1cc(NC(=O)c2cc(-c3ccccc3)on2)no1,-0.2,0.6,-13.4,-0.8,3.7,3.6,4.4,-1.0,2.3,9.4

Other structures:
SMILES,Wnt bcat act,Ecoli viability,PvdQ inh,CAL PDZ inh,PfHsp90 yeast 2,phage Ecoli inh,AddAB inh,DAGLB inhibitor,Rtt109 HAT inh,Tat export inh
CCn1c(=S)sc2c(=O)n(CC(=O)NCCCc3ccccc3)c(C)nc21,1.1,3.6,-0.9,-0.1,24.0,1.6,1.9,1.1,-2.2,-7.3
CC(=O)Nc1ccc(NC(=O)CCC(=O)OCC(=O)c2ccc(C)c([N+](=O)[O-])c2)cc1,-6.4,1.0,-19.2,0.5,-8.7,3.4,-0.3,0.6,1.8,1.0
CCC(C)OC(=O)C1=C(C)O[C@]23OC(N)=C(C#N)[C@]12C(=O)c1ccccc13 (stereo partly specified),-5.3,-1.5,-2.7,-2.1,.,0.5,1.6,-2.1,6.3,3.2
CSc1ncccc1C(=O)Nc1nc2ccc(F)cc2s1,1.2,0.7,-9.6,11.2,-46.3,3.8,-0.4,-2.3,0.7,11.4
CC(=O)c1ccc(NC(=S)NCCCN2CCOCC2)cc1,-1.1,-0.7,-12.7,-0.1,-1.3,2.7,-0.2,-0.8,-3.2,7.4
Cc1ccc2oc(C(=O)N(CCO)Cc3ccccc3)c(C)c2c1,0.8,2.0,-9.4,-7.8,10.3,0.1,1.3,-2.3,-9.6,-2.0
CC(C)CCNC(=O)C1CCCN(S(=O)(=O)c2ccc(F)cc2)C1 (stereo unspecified),.,0.0,-2.6,0.3,17.6,3.4,1.3,0.5,0.3,0.6
